esBAF inh: SWI/SNF esBAF complex inhibition | 350,000 tested, 2% active | reporter increase, % at 12.5 µM | mouse ES cells, Bmi1-luciferase knock-in reporter, 24 h; 100% = twice the neutral-well signal; in the data active means activation above about 40%;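 further: 0% = median of the plate's neutral control wells and 100% = double that signal; a rise in the Bmi1 reporter signal indicates esBAF inhibition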
ARNT TACC3 PPI: disrupts binding between human ARNT and TACC3; AlphaScreen His-ARNT PAS-B/GST-TACC3 binding, luminescence; TACC3 fragment carries E629A point mutation; inhibition, % at 9.99 µM; 390,000 tested, 0.66% active; AID 623870;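 active means mean inhibition of replicates at least 50% and at least half of replicates each reaching 50%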;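 further: 0% = complete ARNT plus TACC3 wells and 100% = ARNT alone without TACC3; many hits fall short of the cut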
RAD54 branch: blocks human RAD54 Holliday junction branch migration | Q92698 | FAM/BHQ fluorescence | inhibition, % at 10.4 µM | 360,000 tested, 0.14% active;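 active means mean normalized replicate activity at least 40 and at least half of replicates scoring 40 or more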;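 further: 0% = median of neutral control wells and 100% = median of positive control wells; inhibitors cause a drop in the FAM fluorescence signal; in these data hits start at about 50%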
CASP6 VEID inh: blocks human caspase-6 cleavage activity; purified caspase-6, Z-VEID-R110 cleavage fluorescence; P55212; 350,000 tested, 0.53% active; inhibition, % at 12.5 µM;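 active means mean inhibition across replicates at least about 35%, with every replicate also reaching that limit, limit read from the data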;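 further: 0% = median of neutral control wells and 100% = no fluorescence left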
Target sequence (P55212 24-179 limits assumed): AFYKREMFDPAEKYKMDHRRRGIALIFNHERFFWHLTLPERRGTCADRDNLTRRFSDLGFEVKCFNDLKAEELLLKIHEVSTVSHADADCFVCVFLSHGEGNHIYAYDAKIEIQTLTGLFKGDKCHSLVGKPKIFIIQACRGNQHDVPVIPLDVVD
Target sequence (P55212 194-293 limits assumed): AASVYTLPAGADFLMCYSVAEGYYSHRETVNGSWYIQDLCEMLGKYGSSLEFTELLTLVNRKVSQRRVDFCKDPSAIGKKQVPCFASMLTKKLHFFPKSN
PglD DTNB: inhibitors of Campylobacter jejuni PglD acetyltransferase; purified PglD enzyme, DTNB colorimetric CoA detection; inhibition, % at 12.5 µM; 360,000 tested, 0.098% active; in the data active means inhibition above about 16%, passing the limit was not always enough; further: strong numbers were not always called active
ERp5 inh: ERp5 (human) disulfide isomerase inhibition; inhibition, % at 9.99 µM; 350,000 tested, 0.05% active; AID 651711; ERp5 insulin aggregation, absorbance 650 nm, 90 min; Q15084;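 active means mean replicate inhibition above about 25%, with every replicate also reaching it, limit read from the data, passing the limit was not always enough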
E-selectin induc: induces E-selectin expression in human endothelial cells; activation, % at 7.58 µM; HUVEC E-selectin immunofluorescence imaging; normalized: neutral wells 0, TNF-alpha wells 100; P16581; 260,000 tested, 0.37% active;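 active means mean E-selectin-positive cell signal at least 10% of the positive control, reached in at least 60% of replicates, without over 20% cell loss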;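 further: in these data hits start at about 27%; measured in HUVEC primary endothelial cells; signal is the percent of cells scored E-selectin positive by PE staining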
Target sequence (P16581 whole entry, looked up): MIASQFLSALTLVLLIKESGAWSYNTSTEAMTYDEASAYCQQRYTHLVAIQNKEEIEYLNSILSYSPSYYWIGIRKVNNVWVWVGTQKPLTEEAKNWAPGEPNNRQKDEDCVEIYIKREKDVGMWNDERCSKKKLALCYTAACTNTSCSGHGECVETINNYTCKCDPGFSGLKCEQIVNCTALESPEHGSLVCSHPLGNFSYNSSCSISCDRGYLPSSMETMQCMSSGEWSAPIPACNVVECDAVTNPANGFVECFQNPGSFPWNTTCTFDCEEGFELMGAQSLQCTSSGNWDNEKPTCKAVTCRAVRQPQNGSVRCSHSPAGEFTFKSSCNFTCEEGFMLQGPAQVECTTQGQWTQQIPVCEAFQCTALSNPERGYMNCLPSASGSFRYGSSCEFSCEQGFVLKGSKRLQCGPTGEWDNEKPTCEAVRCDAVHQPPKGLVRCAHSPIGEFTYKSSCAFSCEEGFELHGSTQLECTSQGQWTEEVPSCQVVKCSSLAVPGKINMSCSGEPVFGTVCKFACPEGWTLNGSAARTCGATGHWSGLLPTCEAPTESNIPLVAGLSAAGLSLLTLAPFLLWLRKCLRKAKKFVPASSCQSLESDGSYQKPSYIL
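Material: HUVEC primary endothelial cells; Amount: 3,000 cells per well; Dosing: single concentration; Medium: EGM-2 growth medium on 0.1% gelatin-coated wells; Read-out basis: percent E-selectin-positive cells; Signal: immunofluorescence imaging; Control set: TNF-alpha, DMSO.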
RAD52 anneal inh: inhibitors of human RAD52 DNA annealing. recombinant RAD52 DNA annealing, FRET fluorescence. 360,000 tested, 0.46% active. inhibition, % at 18.7 µM;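 active means every replicate showing at least 50% inhibition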
Numbers without * were called inactive; / = no result given; & = joins results of further samples.

SMILES	esBAF inh	ARNT TACC3 PPI	RAD54 branch	CASP6 VEID inh	PglD DTNB	ERp5 inh	E-selectin induc	RAD52 anneal inh
O=C(O)CNC1=NCCCCC1	-3	-3	-7	3	-4	-8	/	-14
C[C@@H]1CCCCO[C@H](CN(C)C(=O)C2CCCCC2)[C@@H](C)CN([C@H](C)CO)C(=O)c2cc(NS(=O)(=O)c3cccs3)ccc2O1	-7	/	-5	3&-1	2	-8&-5	-0.1&0.3	17&-2
C[C@@H]1CN([C@H](C)CO)C(=O)c2cccc(NC(=O)Nc3cccc4ccccc34)c2O[C@H]1CN(C)S(C)(=O)=O	-2	6	-17	-1	0	-5	-0.1	12
CC(/C=C/c1ccccc1)=N/NC(=O)Cn1nnc(N)n1	/	/	7	5	0	-3	-0.1	-10
O=C1Nc2ccc(S(=O)(=O)N(CCO)CCO)c3cccc1c23	-3	-2	-2	-3	-6	1	-0.2	-2
CCC(C(=O)NC(C)(C)C)N(C(=O)c1ccc(Cl)nc1)C1CCCC1 (stereo not given)	-6	-4	-5	-3	6	0	-1.8	-3
C[C@H]1CN([C@@H](C)CO)C(=O)Cc2cc(NS(=O)(=O)c3ccc(Cl)cc3)ccc2O[C@@H]1CN(C)S(=O)(=O)c1ccccc1	-5	0	-2	2	1	-2	-0.1	1
CC(=O)N(C)C[C@H]1[C@H](c2ccc(-c3cccc(C#N)c3)cc2)[C@@H](CO)N1C(C)=O	-1	-8	5	/	1	4	0.0	-9
O=C(C1CCC1)N1CCCCN2[C@@H](CO)[C@@H](c3ccc(-c4cccc(F)c4)cc3)[C@@H]2C1	-7	10	1	-1	-1	0	/	19
NC1=NS(=O)(=O)NC1c1cccc(Cl)c1 (stereo not given)	-1	0	-12	-2	2	3	/	13
CCOc1ccccc1C(=O)NCC(=O)NNC(=O)c1cccc(S(=O)(=O)Nc2ccc(OC)cc2)c1	/	1	/	3	/	-3	-0.2	-6
C[C@@H]1CN([C@@H](C)CO)C(=O)c2cc(NC(=O)CCN3CCOCC3)ccc2O[C@@H]1CN(C)C(=O)Nc1cccc2ccccc12	3	-2	2	14	5	0	-2.1	15
COc1ccc(S(=O)(=O)N2CCCCCC2)cc1C(=O)N(C)CCOc1ccc(Cl)cc1	-8	-5	-4	3	-5	2	-0.5	2
CCC(=O)Nc1ccc(C(=O)CSc2nnc(-c3ccccc3F)n2CCc2ccccc2)cc1	/	-2	/	4	/	-5	/	-23
Cc1cn2c(=O)c(C(=O)N3CCN(c4ccccc4F)CC3)cnc2s1	-3	-5	8	7	-3	1	3.9	-7
O=C(Nc1ccc2nn(-c3ccccc3)nc2c1)c1ccc2c(c1)OCCO2	13	3	-2	/	-15	/	/	/
COCC#Cc1cnc2c(c1)C(=O)N([C@H](C)CO)C[C@@H](C)[C@@H](CN(C)C(=O)Nc1ccccc1OC)O2	-10	-8	7	0	2	-2	-0.1	7
NC(=O)c1sc2cc(C(F)(F)F)cnc2c1-c1cccs1	4	0	-1	/	-20	/	/	/
CC1=NN(C(C#N)c2ccccc2)C(c2ccccc2)C1 (stereo not given)	/	-7	-4	-2	1	3	4.7	-6
COc1cc(C=C(C#N)c2ccc([N+](=O)[O-])cc2)ccc1O	4	/	4	0	4	4	/	-6
CC(=O)Nc1ccc(N=Cc2c(O)ccc3ccccc23)cc1	-4	7	-18	-1	-1	0	0.2	-6
C[C@H]1CN([C@@H](C)CO)C(=O)c2cc(NC(=O)Cc3cn(C)c4ccccc34)ccc2O[C@H]1CN(C)Cc1ccncc1	-7	1	-3	-1	-7	-2	-1.9	15
CC1CCCCC12NC(=O)N(CC(=O)NCCc1ccccn1)C2=O (stereo not given)	-4	-4	3	/	-2	/	/	/
COc1cc(CNC2CCCCC2)c(Br)cc1OC1CCCC1	3	3	/	1	/	3	3.0	-2

Some values from the results shown:
For esBAF inh, COc1cc(CNC2CCCCC2)c(Br)cc1OC1CCCC1 reads 3
For RAD52 anneal inh, COCC#Cc1cnc2c(c1)C(=O)N([C@H](C)CO)C[C@@H](C)[C@@H](CN(C)C(=O)Nc1ccccc1OC)O2 reads 7

Molecules shown so far that contain a thiophene ring, fused or not:
SMILES	esBAF inh	ARNT TACC3 PPI	RAD54 branch	CASP6 VEID inh	PglD DTNB	ERp5 inh	E-selectin induc	RAD52 anneal inh
C[C@@H]1CCCCO[C@H](CN(C)C(=O)C2CCCCC2)[C@@H](C)CN([C@H](C)CO)C(=O)c2cc(NS(=O)(=O)c3cccs3)ccc2O1	-7	/	-5	3&-1	2	-8&-5	-0.1&0.3	17&-2
NC(=O)c1sc2cc(C(F)(F)F)cnc2c1-c1cccs1	4	0	-1	/	-20	/	/	/

(continued)
SMILES	esBAF inh	ARNT TACC3 PPI	RAD54 branch	CASP6 VEID inh	PglD DTNB	ERp5 inh	E-selectin induc	RAD52 anneal inh
C[C@@H]1CN([C@@H](C)CO)C(=O)c2cccc(NC(=O)CCCCCC(=O)Nc3ccccc3N)c2O[C@H]1CN(C)C(=O)Nc1ccc(F)cc1	/	/	/	-1	/	-2	-2.8	-16
O=C(O)CC(NC(=O)C12CC3CC(CC(C3)C1)C2)c1ccc(Cl)cc1 (stereo not given)	-1	-16	-4	2	-5	1	0.0	-5
CCOC(=O)NC(=O)/C(N=Nc1ccc(C(F)(F)F)cc1)=C(\C)O	-13	/	1	-1	-1	6	-0.4	-10
C[C@@H]1COC(=O)[C@H](CC(=O)OC(C)(C)C)C/C=C\C[C@@H](CC(=O)N[C@H](CO)Cc2ccccc2)C(=O)N1	-8	3	-1	-3	1	1	-0.2	-4
COCC(=O)N(C)C[C@@H]1Oc2cc(C#CCC3CCCC3)ccc2S(=O)(=O)N([C@H](C)CO)C[C@H]1C	-2	4	3	/	-2	0	-0.2	1
CCOc1cc(C(=O)NN2CCOCC2)cc(OCC)c1OCC	-1	0	-9	0	0	3	/	-2
CCS(=O)(=O)c1ccccc1C(=O)NC1CCCc2ccccc21 (stereo not given)	0	2	-2	-5	-4	1	0.1	0
O=c1c2ccccc2nnn1CSc1nnnn1-c1ccc(O)cc1	13	-1	-13	1	3	-2	-0.1	-5
CN1[C@@H]2c3ccc(-c4ccccc4)c(=O)n3C[C@H]1[C@H](CO)[C@H]2C(=O)NCCc1ccccc1	4	-2	2	1	3	-4	-0.2	-7
O=C(Nc1ccc(F)cc1F)NC1CCN(S(=O)(=O)c2ccc(F)cc2)CC1	/	0	/	-1	/	7	/	-3
COc1ccc(Cc2nc(-c3ccncc3)no2)cc1	/	2	/	-2	/	-3	0.0	-4
Cc1cccc(-n2c(C)cc(/C=C3\C(=N)N4N=C(CC(C)C)SC4=NC3=O)c2C)c1	/	6	-4	-2	-1	2	0.4	-37
C[C@H](CO)N1C[C@H](C)[C@H](CN(C)C(=O)NC2CCCCC2)Oc2ccc(NC(=O)C3CCCCC3)cc2CC1=O	0	0	-33	-1	7	-3	-4.6	10
COc1ccc(S(=O)(=O)N(C)C[C@@H]2OCCCC[C@@H](C)Oc3ccc(NC(=O)CCCN(C)C)cc3C(=O)N([C@@H](C)CO)C[C@H]2C)cc1	4	-12	6	-1	2	-1	0.0	7
CN(CCC#N)CC(=O)Nc1ccc(S(N)(=O)=O)cc1	-1	7	-12	-5	-2	2	/	-18
Cc1ccc(S/C(=N\S(=O)(=O)c2ccc(Cl)cc2)c2ccccc2)cc1	-7	-14	-7	/	-1	/	/	/
Cc1ccc(S(=O)(=O)N(Cc2ccc(Cl)cc2)c2ccccc2C(=O)NCc2cccnc2)cc1	/	-9	2	9	5	4	/	-7
CCOc1ccccc1Cn1c(=O)sc2ccccc21	/	23	/	-1	/	4	1.7	-2
CC(CCc1ccccc1)NC(=O)COC(=O)c1ccccc1Br (stereo not given)	6	11	8	0	1	2	-0.2	-6
O=C(CSCCO)Nc1ccc([N+](=O)[O-])cc1	1	-3	-5	3	3	1	/	-2
CN(C[C@H](CC1CCCCC1)N(C[C@H](Cc1ccccc1)N(CCc1ccccc1)N=O)N=O)N=O	3	1	-2	0	4	-10	-0.2	-19
CC(C)NC(=O)Nc1ccc2c(c1)C(=O)N([C@H](C)CO)C[C@@H](C)[C@H](CN(C)C(=O)Cc1ccccc1)OCCCC[C@@H](C)O2	/	-3	8	3	3	2	1.2	-1
Cc1cc(C)c(S(=O)(=O)Nc2cccc(C(=O)O)c2)cc1S(=O)(=O)Nc1cccc(C(=O)O)c1	/	-2	/	2	/	-3	3.3	-10
NCC[C@H]1CC[C@@H](NC(=O)Nc2ccc(F)cc2)[C@@H](CO)O1	-3	-9	6	3	-2	10	-0.1	-15
Cc1ccccc1-c1nc(P(=O)(c2ccccc2)c2ccccc2)c(N2CCOCC2)o1	/	2	/	2	/	2	-0.2	6
O=C(Nc1cc(F)ccc1F)C1CCCO1 (stereo not given)	/	-2	/	-8	/	6	/	-5
CCc1cc(C(=O)NNC(=O)CCN2CCN(c3ccccc3)CC2)sc1C	-12	-3	7	-2	2	4	0.5	2
COC(=O)CCCC(=O)N1CCCC(C(=O)c2ccc(OC)cc2C)C1 (stereo not given)	/	0	/	-1	/	-1	/	3
Cc1ccc2[nH]c(=O)c3cc(C(=O)NCC4CCCO4)sc3c2c1 (stereo not given)	/	7	/	4	/	15	/	0
Nc1ccccc1-c1nnc2n1CCCCC2	-2	7	-4	-3	-2	-2	0.2	6
C[C@@H]1ON(C)[C@H]2C[C@H]3c4cc(-c5cc6ccccc6o5)ccc4CCN3C[C@@H]12	/	/	/	-5	/	5	0.0	68*
CSc1nc2ccc(S(=O)(=O)N(C)C)cc2s1	1	-1	2	/	-4	/	/	/
CCNS(=O)(=O)c1ccc(CCC(=O)N2CCOCC2)cc1	-11	-1	3	0	-6	0	/	-14
COC(=O)c1ccc(CNC(=O)C2CCC(=O)N(CCc3ccccn3)C2)cc1 (stereo not given)	-3	/	1	-1	-2	0	-0.1	-29
O=C(NCC[C@@H]1CC[C@@H](NC(=O)C2CCCC2)[C@H](CO)O1)c1ccc(F)cc1	3	-7	6	-1	0	-4	-0.5	-5
Cc1ccnc(NC(=O)CNC(=O)c2ccc3c(c2)OCO3)c1	11	0	-7	-1	-1	-1	/	-8
CCOc1cc(C(=O)NCCOC)ccc1OC	-6	4	-10	/	3	/	/	/
CCOC(=O)N1CCN(C(=O)C(C)n2nc(C)n3c(cc4sccc43)c2=O)CC1 (stereo not given)	1	-19	0	/	-1	/	/	/
CC(=O)N(C)C[C@H]1Oc2cc(C#CC(C)(C)O)ccc2S(=O)(=O)N([C@@H](C)CO)C[C@H]1C	0	-6	2	-2	-1	-5	-0.2	-2
CC1CCCCN1CCNC(=O)C1CCN(S(=O)(=O)c2cccc3nsnc23)CC1 (stereo not given)	-11	-5	-1	-5	4	1	0.0	1
CCOC(=O)C(NC(C)=O)(Nc1ccc(F)cc1)C(F)(F)F (stereo not given)	-10	-1	-4	/	4	/	/	/
O=C(C[C@@H]1C[C@@H]2c3cc(NC(=O)NC4CCCC4)ccc3O[C@@H]2[C@@H](CO)O1)NCc1ccccn1	/	/	/	0	/	1	-0.1	5
Cc1cc(OC(=O)c2ccccc2[N+](=O)[O-])c([N+](=O)[O-])c(=O)[nH]1	0	-11	-8	3	-5	-4	-0.3	-10
CCCn1c(SCC(=O)Nc2ccc3c(c2)CCC3)n[nH]c1=O	1	0	-7	-2	-2	3	-0.5	-5
CCc1ccccc1NC(=O)COc1cccc2ccc(C)nc12	-1	-8	-7	/	7	/	/	/
Cc1cccc(-c2nnc(-c3cccc(NC(=O)Cc4cccs4)c3)o2)c1	80*	-6	2	/	-6	/	/	/
Cc1noc(C)c1NC(=O)Nc1ccc2c(c1)C(=O)N([C@@H](C)CO)C[C@@H](C)[C@H](CN(C)S(=O)(=O)c1ccc(F)cc1)OCCCC[C@H](C)O2	0	0	0	3	-1	3	-0.2	28
O=C(O)CC1Oc2ccc(Cl)cc2NC1=O (stereo not given)	1	-15	-9	1	5	-7	0.0	0
Cc1ccc(Nc2cc(=O)[nH]c(=O)[nH]2)cc1Cl	-10	-1	3	-2	5	-5	/	-17
O=C(Nc1cccc(S(=O)(=O)N2CCCCCC2)c1)C1CC(=O)N(c2ccc3c(c2)OCCO3)C1 (stereo not given)	8	-1	3	2	-1	1	/	-16
